Screens as filed in PubChem BioAssay.
TSHR antag = human thyrotropin receptor antagonism. P16473. TSHR-expressing cells, TSH-stimulated cAMP HTRF, 2 h; active compounds read low. activity change, negative = inhibition, % at 11.5 µM. 0.2% of 330,000 active. AID 504810;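 active = activity change below a set negative limit, meaning inhibition stronger than a set level, cut at about -70% in these data; inconclusive = activity change between two set negative limits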; also: % is scaled to controls: 0 for no effect and ±100 for the full control effect
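Inhibition of cAMP made by TSHR-expressing cells under TSH stimulation (4nM final, EC80; 2 h, 37 deg C) is quantified with a one-step lysis HTRF kit, anti-cAMP cryptate versus cAMP-d2.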
MLL CXXC-DNA inh = blocks binding of human MLL CXXC domain to DNA; Q03164; MLL-CXXC / FITC-HOXA9 DNA fluorescence polarization; Potency, µM (titrated, usually from 115 µM), for inactives: top-dose activity change, negative = inhibition, hits mostly inhibitors; 0.037% of 290,000 active; AID 2662; active = well fitted inhibition curve with a large enough effect in the polarisation, with a control signal flat, not every such curve was filed as active; inconclusive = small, poorly fitted or top-dose-only effect, or effect the other way, or a change in a side signal; inactive = no such curve, though single readings can be large or run the other way; the % refers to the polarisation; also: potency is read from the fitted curve at half-maximal effect
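Fluorescence polarization: 7 uM MLL-CXXC (stock) preincubated 5 min with compounds, then 50 nM fluorescein-HOX-A9 DNA (stock) added; 30 min ambient. Buffer 50 mM Tris-HCl pH 7.5, 50 mM NaCl, 1 mM DTT, 0.05% BSA.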
Tb PFK inh = T. brucei PFK enzyme inhibition. Potency, µM (top dose mostly 57.5 µM), without a hit: top-dose activity, negative = inhibition, usual class: inhibitors. AID 485367. 0.17% of 330,000 active. T. brucei PFK, ADP-Glo luminescence. O15648;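 also: potency is read from the fitted curve at half-maximal effect; 0% = uninhibited 1x PFK enzyme wells and -100% = no-enzyme wells; nearly all actives have a fitted effect of over 60% in size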
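PFK 1.25 nM, F6P 0.5 mM, ATP 0.1 mM, 0.1 M TEA pH 8.0, 5 mM MgCl2, 0.01% Tween20, 0.1% BSA; 45 min RT. ADP-Glo readout. qHTS titration up to 57 uM; curves fitted, compounds curve-classed.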
KCNH2 WT inh = KCNH2 (human, wildtype) channel inhibition; U2OS, BacMam KCNH2, thallium flux FluxOr; active compounds read low; activity change, % at 1.84 µM; 0.37% of 340,000 active;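 active = maximum activity change below -70%; inconclusive = maximum activity change between -70% and -50%; inactive = maximum activity change above -50%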; also: % is scaled to controls: 0 for no effect and ±100 for the full control effect
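U2OS cells transduced with wild-type KCNH2 virus are loaded with FluxOr dye for 45 min, and thallium flux is measured in kinetic reads before and after stimulation buffer. Rate constants are normalized to DMSO controls.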
Giardia kill = kills Giardia lamblia; Giardia lamblia trophozoite viability; activity change, % at 7.66 µM, hits read low; 0.15% of 340,000 active; AID 540267; in the data active = activity change below about -80%; inconclusive = between about -30% and that limit;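 also: parasites exposed to compound for two days anaerobically before the ATP read; % is scaled to controls: 0 for no effect and ±100 for the full control effect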
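Luminescence from cellular ATP indicates surviving trophozoites (100 cells/well) following 48 hrs anaerobic compound treatment at 37 deg C; signal develops 15-30 min at room temperature.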
TCR activator = T cell receptor activation; primary human leukocytes, anti-CD3, IL-2 HTRF, 48 h; 330,000 tested, under 10 active; Potency, µM (highest dose often 9.22 µM), for the others: top-dose activation of IL-2 secretion, usual class: activators; also: % of control where 0% means no effect
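Primary human leukocytes incubated 48 hr with anti-CD3 beads plus compound, without co-stimulation. Secreted IL-2 measured by HTRF (europium cryptate/d2 anti-IL-2 pair, 320 nm excitation, 665 nm emission).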
AT treatment = candidate therapy for ataxia-telangiectasia. Potency, µM (doses to about 57.5 µM), for the others: at the top dose activation, actives largely listed as activators. AID 485349. 0.19% of 320,000 active. […] A-T fibroblasts, KAP-1 phosphorylation AlphaLISA; neocarzinostatin DNA damage 30 min before lysis; also: potency is read from the fitted curve at half-maximal effect; % of control where 0% means no effect; nearly all actives have a fitted effect of over 45% in size
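ATM-like activity read as KAP-1 phosphorylation via AlphaLISA donor/acceptor antibody pairs after lysis and 6 hr at 25C. Cells were ATM-null patient fibroblasts ([…], hTERT), dosed 60 min, then exposed to the DSB inducer NCS for 30 min.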
GALK inhibitor = inhibitors of human galactokinase; P51570; Purified GALK, Kinase-Glo residual ATP luminescence; Potency, µM (titrated, usually from 57.5 µM), for inactives: top-dose activity change, negative = inhibition, hits mostly inhibitors; 0.007% of 270,000 active; also: potency is read from the fitted curve at half-maximal effect; % is scaled to controls: 0 for no effect and ±100 for the full control effect
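Luminescence from leftover ATP (Ultra-Glo luciferase/luciferin) served as read-out after a 1 h room-temperature reaction of 5 nM GALK with 35 uM ATP and 100 uM galactose.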
Chronic BCR inh = blocks chronic active B-cell receptor signaling; ABC-DLBCL IkBa-CBG/CBR reporter, luminescence ratio, 4 h; Potency, µM (series often up to 46.1 µM), for the others: top-dose ratio change, negative = lower green/red ratio, hits mostly inhibitors; 0.05% of 340,000 active; active = well fitted inhibition curve with a large enough effect in the signal ratio, with a control signal flat, not every such curve was filed as active; inconclusive = small, poorly fitted or top-dose-only effect, or effect the other way, or a change in a side signal; the % refers to the signal ratio;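 also: potency is read from the fitted curve at half-maximal effect; plate controls were basal doxycycline-induced cells for no effect and cells given 10 µM MG132 for full effect; MG132 reads +100%, hits lower the ratio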
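Doxycycline induced both beetle luciferases in TMD8 lymphoma cells; IKK-driven degradation limits the IkappaBalpha-fused green signal, while red luminescence normalises for cell number and nonspecific effects. Compounds tested up to 46 uM, 4 hrs.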
FBPA coupling cs = inhibits coupling enzyme system, counter-screen for aldolase hits; coupling enzyme system counterscreen, AmpLite Red fluorescence; activity change, negative = inhibition, % at 58.2 µM, hits read low; 0.67% of 290,000 active; AID 2472; in the data active = activity change below about -30%; also: % is scaled to controls: 0 for no effect and ±100 for the full control effect
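Coupling enzymes only (glyceraldehyde-3-phosphate) + compound, at 57.5 uM final, 10 min RT; add substrate/coupling/AmpLite Red mix, 20 min RT; fluorescence ex 525/em 598 nm. Actives flag coupling-system interference.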
* = called active by the depositor; ? = inconclusive; nt = no result given; [ ] = remark or other dose. Unless noted, calls follow the shape of the dose curve; as a rule, active = well fitted curve in the direction sought with a large enough effect; inconclusive = small, poorly fitted or top-dose-only effect, or another doubt; inactive = no such curve, though single readings can be large; an effect the other way counts as inactive or inconclusive. Outcome played no part in choosing rows; any-hit rate near 1.6%.

Every second line gives: TSHR antag	MLL CXXC-DNA inh	Tb PFK inh	KCNH2 WT inh	Giardia kill	TCR activator	AT treatment	GALK inhibitor	Chronic BCR inh	FBPA coupling cs
- O=C(c1ccc(N2CCCC2=O)cc1)N1CCN(c2ccc(Cl)cc2)CC1
→ -26.0	-0.4%	1.2%	0.0	37.6[activator]	3.7%	4.7%	0.8%	0.7%	nt
- COc1ccc(Cc2nnc(NC(=O)Nc3ccccc3)s2)cc1OC
→ -3.7	-2.5%	-0.1%	-4.4	-9.4	2.5%	-13.6%	3.7%	5.6%	-0.6
- COc1cc(C)ccc1N(CCCN1C(=O)c2cccc3cccc(c23)C1=O)C(=O)c1cccs1
→ -2.1	15.7%	-4.6%	-21.2	24.0	-3.2%[46.1 µM]	-0.3%	0.0%	-16.9%	4.8
- Cc1ccccc1NC(=O)c1cc2c(C)nc3ccccc3c2o1
→ -9.8	4.2%	-0.3%	5.1	-3.8	-1.8%	3.5%	-1.0%	?	0.2
- CC(C)CCC(O)(CCC(C)C)C(=O)NN1CCCCC1
→ 35.1	-1.4%	-2.5%	1.4	4.7	5.3%[46.1 µM]	7.5%	nt	5.1%	-6.7
- COCCCNC(=S)Nc1ccc(N2CCCCC2)cc1
→ -3.3	-15.8%	2.2%	4.6	0.3	0.6%	-10.9%	7.0%	0.1%	4.4
- COC(=O)C(Cc1csc2ccc(Cl)cc12)NC(=O)c1ccc(Cl)cc1 (configuration not stated)
→ ?	16.1%	0.3%	0.3	5.8	-0.3%	16.1%	-2.3%	-7.0%	5.3
- O=C1OCCC1Sc1nc2ccccc2n1Cc1ccccc1 (configuration not stated)
→ -3.6	-0.3%	0.0%	3.3	3.7	2.9%	-6.5%	-0.1%	-5.6%	0.0
- CC1(C)CCCC2=C1CC1C(=O)N(O)C(=O)C1C2 (configuration not stated)
→ -2.5	-0.3%	-2.1%	-1.9	-7.4	5.2%	5.2%	-0.3%	-0.7%	0.0
- Cc1cccc(OCC(=O)Nc2cc(S(=O)(=O)N3CCOCC3)ccc2N2CCCC2)c1C
→ -14.6	nt	-0.4%	5.7	3.6	12.7%	nt	nt	11.8%	nt
- Cc1nc(N2CCOCC2)nc(N2CCCC2)c1[N+](=O)[O-]
→ -1.4	7.2%	4.1%	-4.0	1.8	5.3%[46.1 µM]	1.2%	1.6%	-0.1%	7.2
- CCC1CCCCN1C(=O)CCc1nnc(C2CCCCC2)o1 (configuration not stated)
→ 11.9	2.6%	-7.4%	2.4	-9.2	3.3%	16.0%	5.6%	6.7%	-3.5
- CC1CCCCC1NC(=O)NC(=O)COC(=O)c1ccc(OC(F)F)cc1 (configuration not stated)
→ -2.4	nt	-0.1%	-4.9	17.3	nt	1.1%	nt	3.3%	nt
- COCc1cc(C)nc(N2CCNCC2)c1C#N
→ 0.3	4.5%	1.8%	-12.4	-9.1	1.9%	nt	2.9%	?	-0.2
- Cc1ccc(C)c(NC2=C(Cl)C(=O)OC2OC(=O)c2ccco2)c1 (configuration not stated)
→ 4.6	283.6%[activator]	0.0%	-11.2	-29.2	-4.4%	nt	5.6%	11.4%	2.3
- O=C(O)CCCCCN1C(=O)C2CCCCC2C1=O (configuration not stated)
→ -2.7	-0.4%	-3.9%	17.5	8.6	0.4%[46.1 µM]	3.3%	-0.7%	1.7%	0.2
- Cc1ccc(-n2nnnc2Sc2ccc(S(=O)(=O)NCCN(C)C)cc2[N+](=O)[O-])cc1
→ 40.6	1.1%	-6.8%	5.6	-6.1	-1.7%[46.1 µM]	28.0%	-3.4%	?	-3.4
- O=S(=O)(NNC(=S)Nc1ccc(S(=O)(=O)Nc2ncccn2)cc1)c1ccc(Br)cc1
→ -7.3	10.6%	-5.3%	-2.2	-3.4	10.9%	-9.7%	-4.0%	-4.2%	nt
- Cc1cc(=O)[nH]c(-c2cccs2)n1
→ -6.0	2.0%	-1.5%	8.4	-6.7	0.7%	3.3%	0.2%	13.0%	-0.2
- CCOC(=O)c1cccc(C2=CC(=O)C[C@H](c3ccc(OC)c(OC)c3)C2)c1
→ -10.1	nt	-0.1%	1.0	-4.3	1.3%	6.9%	nt	0.4%	nt
- CC1CCCCC1NC(=O)CSc1ccc([N+](=O)[O-])cc1 (configuration not stated)
→ 1.9	5.4%	-12.2%	15.5	-26.1	-2.2%	1.4%	3.5%	-11.0%	3.1
- Cc1ccc(P(=O)(CO)c2ccc(C)cc2)cc1
→ 14.0	-0.3%	-2.0%	5.4	-8.2	3.3%	nt	1.7%	-5.2%	-4.9
- CC(C)C12CN3CC(C(C)C)(CN(C1)C3c1ccco1)C2=O (configuration not stated)
→ 1.2	1.1%	0.0%	-4.6	-0.4	nt	2.3%	nt	-4.5%	0.4
- Brc1ccc(CSc2ccc3nnc(-c4ccccn4)n3n2)cc1
→ -1.0	-0.9%	-0.7%	-6.4	-11.8	-4.3%	5.5%	1.0%	-5.6%	-1.2
- Cc1cccc(Oc2nc(-c3ccccn3)nc3ccccc23)c1
→ 3.9	0.0%	5.2%	-3.9	-6.3	4.5%	0.5%	nt	?	0.9
- CCN1C(=O)N(CC)C2C1N(C(C)=O)C(=O)N2C(C)=O (configuration not stated)
→ 23.4	3.9%	-6.9%	-4.4	-7.3	3.3%[46.1 µM]	nt	0.3%	-1.7%	3.4
- Cc1ccc(CC(=O)NCc2ccc(Cl)cc2)cc1
→ -2.7	30.9%[activator]	-3.1%	nt	?	8.7%	0.7%	-2.2%	6.2%	2.2
- COCCNC(=O)CSc1nnc2c(Cl)cc(Cl)cn12
→ 5.6	-1.5%	0.3%	3.3	-0.3	0.3%	-2.7%	-0.6%	2.3%	1.1
- O=C(CN1C(=O)c2ccccc2C1=O)Nc1ccccc1C(=O)NC1CCCCC1
→ -11.1	-1.4%	-4.8%	13.8	25.0	2.4%	4.1%	-0.6%	6.5%	-0.6
- Cc1ccc(NC(=O)CN(C)CC(=O)Nc2ccc(N3CCOCC3)cc2)c(C)c1
→ 6.7	-4.4%	0.6%	5.3	5.4	-2.9%[46.1 µM]	nt	0.9%	-5.9%	-1.5
- O=C(NN1C(=O)C2C3CCC(O3)C2C1=O)c1ccc(Br)o1 (configuration not stated)
→ 1.6	-6.3%	-1.2%	-11.0	-8.4	-1.7%[46.1 µM]	-1.0%	nt	4.6%	3.3
- Cn1c2c(c(=O)n(C)c1=O)C(c1cc3c(cc1Br)OCO3)CC(=O)N2 (configuration not stated)
→ 1.3	-0.3%	2.4%	0.6	3.4	0.1%	-1.8%	-7.4%	-8.9%	-2.2
- CCc1cc(=O)oc2c(CNCc3ccccc3F)c(O)c(Cl)cc12
→ 9.2	13.6%	-0.1%	-3.9	16.7	1.1%	27.7%	nt	2.2%	2.1
- O=C(O)c1ccccc1C(=O)c1ccc(Cl)cc1
→ -3.8	5.2%	-3.0%	4.3	7.7	-1.2%	-4.5%	6.1%	0.7%	4.0
- CC(=O)Nc1nc2ccc(Br)cc2s1
→ -7.8	-1.1%	-3.0%	-29.1	-22.8	6.6%	1.6%	-0.7%	?	0.5
- CC(=O)Nc1ccc(NC(=O)CSC2=NCCS2)cc1
→ -15.1	18.5%	0.3%	6.3	13.0	-2.3%	-7.6%	-1.5%	-4.7%	2.6
- Cc1cc(=O)oc2cc(OCCCC[n+]3ccccc3)ccc12
→ 2.3	0.9%	-0.1%	12.5	-12.8	-3.6%	0.7%	0.2%	1.5%	-0.5
- O=C(Nc1cccc2cccnc12)c1ccc(Br)cc1Br
→ -0.6	4.7%	0.0%	-3.9	13.2	nt	10.4%	3.2%	?	0.9
- COC(=O)c1ccc(CN2CCCC(C(=O)Nc3cccc(-n4cnnn4)c3)C2)cc1 (configuration not stated)
→ 7.3	-8.0%	1.4%	-10.0	-5.1	-4.5%	-10.2%	-1.8%	-5.5%	nt
- NC(N)=NS(=O)(=O)c1ccc(NC(=S)NC(=O)c2ccc(Br)cc2)cc1
→ 2.9	18.0%	-2.8%	-5.9	8.4	-2.6%	-0.8%	15.8%	5.3%	-0.4
- CCC(C)NC(=O)Cc1c(C)c2cc3c(cc2oc1=O)OC(C)(C)CC3 (configuration not stated)
→ 6.1	8.4%	-7.2%	-2.7	-0.5	-4.3%	-1.3%	nt	-3.3%	-4.1
- CC(C)(C)OC(=O)C[C@@H]1C/C=C\C[C@@H](CC(=O)N(CCO)Cc2ccccc2)C(=O)NC[C@H](c2ccccc2)OC1=O
→ 15.2	nt	-1.4%	-6.3	-12.4	0.5%	-6.2%	nt	-1.0%	nt
- O=C(COC(=O)CCCNC(=O)c1ccc(Cl)cc1)NCc1ccccc1Cl
→ -0.5	-0.9%	5.3%	-2.2	11.7	-42.6%	7.8%	0.5%	-4.0%	-1.8
- CCCNC(=O)C1CN(S(=O)(=O)c2ccc(Cl)s2)c2ccccc2O1 (configuration not stated)
→ -14.5	nt	-1.9%	8.2	-10.2	1.7%	1.4%	nt	0.9%	nt
